Source: PubChem (several laboratories)
hERG protect: hERG (human) protection from proarrhythmic block | CHO-hERG, FluxOR thallium flux, dofetilide IC70 present | activation (rescue from dofetilide block), less the hit threshold, % at 10 µM | 0.51% of 310,000 active;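 active means activation above the mean of controls blocked by dofetilide plus 5 SD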;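 further: thallium influx through hERG after potassium depolarization seen as dye fluorescence rise; in these data hits start at about 4.7%; inactives centre near -7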
Target sequence (Q12809 whole entry, looked up): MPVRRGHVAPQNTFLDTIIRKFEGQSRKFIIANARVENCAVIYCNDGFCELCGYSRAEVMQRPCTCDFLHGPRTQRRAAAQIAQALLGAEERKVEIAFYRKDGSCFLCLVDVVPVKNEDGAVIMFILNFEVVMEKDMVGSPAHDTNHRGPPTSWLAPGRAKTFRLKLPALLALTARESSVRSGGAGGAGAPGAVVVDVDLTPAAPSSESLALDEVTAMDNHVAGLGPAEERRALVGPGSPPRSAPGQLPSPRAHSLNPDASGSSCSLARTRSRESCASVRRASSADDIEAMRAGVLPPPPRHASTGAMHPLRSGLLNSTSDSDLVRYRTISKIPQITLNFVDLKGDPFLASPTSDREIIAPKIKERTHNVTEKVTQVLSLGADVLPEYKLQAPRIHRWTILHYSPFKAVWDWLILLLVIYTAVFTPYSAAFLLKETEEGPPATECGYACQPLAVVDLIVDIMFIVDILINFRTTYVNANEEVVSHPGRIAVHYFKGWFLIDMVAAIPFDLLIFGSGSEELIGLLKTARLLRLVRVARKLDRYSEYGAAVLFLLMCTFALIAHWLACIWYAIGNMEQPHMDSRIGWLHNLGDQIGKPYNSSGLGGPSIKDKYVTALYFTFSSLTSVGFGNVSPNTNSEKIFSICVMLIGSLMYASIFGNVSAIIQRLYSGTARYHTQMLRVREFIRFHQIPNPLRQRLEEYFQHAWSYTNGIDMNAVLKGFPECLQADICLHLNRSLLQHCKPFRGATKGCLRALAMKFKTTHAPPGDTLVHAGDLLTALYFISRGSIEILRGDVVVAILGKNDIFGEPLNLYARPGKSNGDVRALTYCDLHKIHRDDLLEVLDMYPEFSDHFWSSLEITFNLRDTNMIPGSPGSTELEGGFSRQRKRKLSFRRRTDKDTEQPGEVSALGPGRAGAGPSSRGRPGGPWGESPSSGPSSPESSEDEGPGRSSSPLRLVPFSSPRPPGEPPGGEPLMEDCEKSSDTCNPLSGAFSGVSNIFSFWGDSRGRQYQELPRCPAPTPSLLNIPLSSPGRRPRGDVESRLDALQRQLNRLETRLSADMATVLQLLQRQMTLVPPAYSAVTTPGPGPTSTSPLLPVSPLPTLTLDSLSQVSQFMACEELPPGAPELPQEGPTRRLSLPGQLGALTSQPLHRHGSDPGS
KCNK9 block: blocks the human KCNK9 two-pore domain potassium channel | HEK293 KCNK9, FluxOR thallium flux fluorescence; active compounds read low | 1.2% of 310,000 active | B-score at 10 µM | Q9NPC2 | AID 488922;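 active means ratio B-score over 3 SD below the library mean, with starting fluorescence within 5 SD of its mean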;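 further: negative B-score means less thallium flux so channel inhibition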
KCNK3 inh: human KCNK3 channel inhibition, primary screen. O14649. 0.84% of 340,000 active. B-score at 10 µM. CHO-KCNK3 thallium flux, FluxOR fluorescence; active compounds read low;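 active means B-score under library mean minus 4 SD, starting fluorescence ratio at most library mean plus 5 SD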;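 further: more negative B-score means stronger inhibition of thallium flux through KCNK3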
KCNQ1 inh: blocks the human KCNQ1 potassium channel. P51787. CHO-K1 KCNQ1, FluxOR thallium flux fluorescence; active compounds read high. B-score at 10 µM. 1.3% of 310,000 active. AID 2642;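 active means compounds whose thallium flux B-score, printed positive for inhibition, exceeds three library SD while starting fluorescence stays within three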;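 further: channel opened by potassium depolarization with thallium stimulus after 20 min compound exposure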
ANO1 block: mouse TMEM16A channel inhibition, primary screen; Q8BHY3; HEK293 TMEM16A/YFP iodide influx fluorescence, ionomycin; normalized B-score (activity score, 25-100; higher = stronger inhibition) at 10 µM; 1.2% of 310,000 active; AID 588511;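 active means ratio plate-corrected score three or more library SD toward inhibition, starting fluorescence score within five deviations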;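 further: score derived from kinetic fluorescence span divided by baseline fluorescence per well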
KCNQ1 pot: potentiators or activators of human KCNQ1 potassium channel; P51787; CHO-K1 KCNQ1, thallium flux FluxOR fluorescence; active compounds read high; B-score at 10 µM; 0.35% of 310,000 active;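 active means fluorescence ratio B-score, a plate-corrected score, at least three library SD, with initial intensity B-score within 5 SD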
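Assay system: CHO-K1 cells stably expressing KCNQ1; Medium: assay buffer with matched DMSO; Also added: K+/Tl+ depolarizing stimulus; Dosing: single dose; Timing: dye 90 min, compound 20 min, room temperature; Measured by: kinetic FluxOR thallium fluorescence, 10-s 1-Hz baseline, 110-s post-stimulus read; Read-out: peak-minus-minimum fluorescence over initial fluorescence, negative-control normalized, B-scored.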
ANO1 activ: activates or potentiates the mouse TMEM16A chloride channel. HEK293 TMEM16A/YFP-H148Q/I152L, iodide quench fluorescence; active compounds read low. Q8BHY3. B-score at 10 µM. 0.3% of 340,000 active. AID 623877;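 active means fluorescence-ratio B-score plate-corrected deviation score at least 3 library SD below zero, with starting fluorescence score within 5 deviations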;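 further: channel opened by trigger with iodide after compound preincubation; score built on the fluorescence ratio of max minus min over baseline; more negative score means more quench and so TMEM16A activation or potentiation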
TRPC4 potent: TRPC4 (mouse) allosteric potentiation; Q9QUQ5; HEK293 TRPC4beta/mu-opioid, DAMGO EC20, Fluo-4 Ca2+ flux; active compounds read high; B-score at 10 µM; 0.42% of 310,000 active; AID 2227;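 active means B-score of calcium response area above 5 SD of library B-scores, with initial fluorescence ratio within 5 SD of library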;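 further: B-score of integrated fluorescence ratio over time as area under calcium response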
TRPC4 agonist: activators of mouse TRPC4 channel | 0.49% of 310,000 active | Q9QUQ5 | HEK293 TRPC4beta/mu-opioid, Fluo4 calcium fluorescence; active compounds read high | B-score at 10 µM;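 active means B-score above 5 SD of library B-scores, and initial fluorescence ratio not above library mean plus 5 SD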;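 further: positive B-score marks a calcium rise read as TRPC4 activation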
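Incubation: 45 min room-temperature Fluo4 loading, 110 s read / System: HEK293 cells stably co-expressing mouse TRPC4beta and mu-opioid receptor / Signal: Fluo4 fluorescence, kinetic / Control set: buffer (low) and maximal DAMGO (high) / Measure: integrated baseline-normalised fluorescence ratio, converted to per-well B score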
Dyrk1A ADPGlo: Dyrk1A (rat) kinase inhibition; Q63470; ADP-Glo luminescence, NFATc1 peptide; inhibition, % at 12.5 µM; 0.43% of 310,000 active; in the data active means inhibition above about 50%;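 further: plate controls were vehicle with enzyme for no effect and no enzyme for full effect; many of its hits are not listed in these tables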
HDAC3 inhib: blocks human histone deacetylase 3. O15379. recombinant HDAC3, fluorogenic peptide/trypsin coupled, fluorescence. inhibition, % at 8.3 µM. 0.15% of 320,000 active. AID 2718; in the data active means inhibition above about 26%, passing the limit was not always enough; inconclusive means no clear call, values can overlap the other calls
Active calls of the source: *; i = inactive; ? = inconclusive; . = no result given. Not all compounds are listed. The share of hits here may be higher or lower than overall.

Values run as follows: HDAC3 inhib, TRPC4 potent, Dyrk1A ADPGlo, hERG protect, KCNK9 block, ANO1 activ, TRPC4 agonist, KCNQ1 pot, KCNK3 inh, KCNQ1 inh, ANO1 block
Cc1ccc(C(=O)N(CC(C)C)c2nc3ccccc3s2)o1
  10.8, i, -3.6, -6.7, i, i, i, i, i, i, i
Cc1c(NC(=O)/C=C/c2ccc(S(=O)(=O)N3CCOCC3)cc2)c(=O)n(-c2ccccc2)n1C
  2.0, i, 0.1, -7.0, i, i, i, i, i, i, i
C(=C\c1ccccc1)/CNCC1CCCO1 (configuration not stated)
  -5.8, i, 1.9, -9.9, i, i, i, i, i, i, i
O=C(Cc1coc2ccc3ccccc3c12)Nc1nnc(C2CC2)s1
  -8.5, i, -1.4, -5.3, i, i, i, i, i, i, i
Cc1ccc(N(CCC#N)C(=O)COC(=O)c2nc3nc(C)cc(C)n3n2)cc1
  0.2, i, -9.0, -20.2, i, i, i, i, i, i, i
O=C(COc1ccc(F)cc1Cl)Nc1ccc(S(=O)(=O)Nc2nccs2)cc1
  0.0, i, 3.9, -7.7, i, i, i, i, i, i, i
CC1Cc2ccccc2N1C(=O)COC(=O)c1cccnc1Cl (configuration not stated)
  -6.7, i, 9.5, -10.9, i, i, i, i, i, i, i
COc1ccccc1CNC(=O)C1CCCN(S(=O)(=O)c2cccc3nsnc23)C1 (configuration not stated)
  -0.2, i, -0.7, -8.1, i, i, i, i, i, i, i
Clc1ccc(CN(CC2CCCO2)C(c2cccs2)c2nnnn2C2CCCC2)cc1 (configuration not stated)
  -3.3, i, -5.0, -13.0, -17.4*, i, i, i, -8.9*, 6*, i
Cc1ccsc1C1CC(=O)NC2=C1C(=O)CC(C)(C)C2 (configuration not stated)
  5.2, i, -0.6, -6.4, i, i, i, i, i, i, i
CCOC(=O)C1=C(C)NC2=C(C(=O)C(C(=O)OCC)C(c3cccc(OC)c3)C2)C1c1ccccn1 (configuration not stated)
  8.7, i, 3.6, -3.3, i, i, i, i, i, i, i
COc1ccc(/C=C(\C#N)c2c[nH]c3ccccc23)cc1
  0.2, i, 8.0, -5.0, i, i, i, i, i, i, i
O=C(O)c1cccc2c1C(=O)N(C1CCCC1)C2
  -1.3, i, -3.6, -3.5, i, i, i, i, i, i, i
Cc1ccc(N(C(=O)c2csnn2)C(C(=O)NC2CCCC2)c2cccnc2)cc1 (configuration not stated)
  0.2, i, -5.4, -7.2, i, i, i, i, i, i, i
CCCCNC(=O)CCCCCNS(=O)(=O)c1ccc(Br)cc1
  0.1, i, -0.6, -18.5, i, i, i, i, i, i, i
O=C(NCCN1CCOCC1)c1cc2n(n1)C(C(F)(F)F)CC(c1ccc(F)cc1)N2 (configuration not stated)
  -2.0, i, -2.6, -12.1, i, i, i, i, i, i, i
COC(=O)c1ccccc1NC(=O)CSc1n[nH]c(CC(C)C)n1
  2.3, i, -9.7, -7.3, i, i, i, i, i, i, i
COc1ccc(-c2nc(NC(C)=O)sc2-c2ccc(OC)cc2)cc1
  -1.4, i, 0.4, -4.8, i, i, i, i, i, i, i
O=C(OCCN1CCCCC1)c1ccc(Cl)cc1
  0.7, i, -4.7, -10.5, i, i, i, i, i, i, i
CCOc1ccc(C(=O)NC2CCN(CC(=O)NCc3cccs3)CC2)cc1
  -0.9, i, ., -11.7, i, i, i, i, i, i, i
COCCn1c(SCC(=O)Nc2ccccc2OC)nnc1-c1ccco1
  -2.0, i, -4.7, -4.9, i, i, i, i, i, i, i
O=C(CSCc1ccccc1)Nc1nccs1
  -13.7, i, 1.3, -5.2, i, i, i, i, i, i, i
COC(=O)C(Cc1ccccc1)NC(=O)CC(C)CC(=O)Nc1ccc(C)cc1 (configuration not stated)
  0.0, i, ., -2.3, i, i, i, i, i, i, i
CCOc1ccc(-c2nc(CSc3nnc(N)s3)cs2)cc1OC
  ., i, -12.6, -2.3, i, i, i, i, i, i, i
CC(C)COc1ccc(CNC(=S)N/N=C/c2ccc([N+](=O)[O-])cc2)cc1
  4.8, i, -6.9, -6.0, i, i, i, i, i, i, i
CCOC(=O)c1c(NC(=O)COC)sc2c1CCCC2
  ., i, 1.7, -9.6, i, i, i, i, i, i, i
CCOC(=O)CNC(=O)N1CCCC(CNS(=O)(=O)Cc2ccccc2)C1 (configuration not stated)
  -3.4, i, -0.3, -7.8, i, i, i, i, i, i, i
O=C(O)CCC(=O)Nc1cccc(C(=O)c2ccccc2)c1
  -3.8, i, 2.4, -7.1, i, i, i, i, i, i, i
Clc1ccc(N=NN2CCOCC2)cc1
  2.1, i, ., -1.9, i, i, i, i, i, i, i
COC(=O)Nc1c(-c2ccccc2)nc2ccccn12
  -58.2, i, 3.3, -1.0, i, i, i, i, i, i, i
COc1ccc(NC(=O)CSc2ncn(-c3ccccc3)n2)cc1Cl
  3.5, i, -16.8, -7.7, i, i, i, i, i, i, i
COc1ccc(Cl)cc1NC(=S)N(CCN1CCOCC1)C1CCN(C(C)=O)CC1
  -3.3, i, -1.0, -8.1, i, i, i, i, i, i, i
O=c1[nH]c(C2CCCN(S(=O)(=O)Cc3ccccc3)C2)nc2c1nnn2Cc1cccc(Cl)c1 (configuration not stated)
  -1.0, i, -3.9, -4.1, i, i, i, i, i, i, i
O=c1ccc(/C=C/c2ccccc2)nn1Cc1ccc(F)cc1
  2.8, i, -4.7, -6.4, i, i, i, i, i, i, i
Cc1cc(NC(=O)CSc2nnc(C3CC3)n2Cc2ccccc2)no1
  -4.0, i, -2.9, -7.9, i, i, i, i, i, i, i
CNC(=S)NNC(=O)c1sc2cc(C(F)(F)F)cnc2c1-c1ccccn1
  -8.2, i, 1.6, -9.3, i, i, i, i, i, i, i
CNC(=O)c1csc(-c2cccs2)n1
  -1.3, i, ., -7.8, i, i, i, i, i, i, i
CNC(=O)NC(=O)CSc1nc2ccccc2n1CCOC
  -1.8, i, -3.0, -5.2, i, i, i, i, i, i, i
CCOC(=O)Nc1nnc(-c2ccccc2OC)s1
  -4.6, i, -6.0, -3.9, i, i, i, i, i, i, i
COc1ccc(C)cc1S(=O)(=O)N1CCN(C(=O)c2ncoc2-c2cccc(C)c2)CC1
  -7.1, i, 4.2, -6.9, i, i, i, i, i, i, i
c1ccc(CNn2nnnc2-c2ccccc2)cc1
  -8.9, i, 2.2, -2.7, i, i, i, i, i, i, i
CSc1ccc(/C=C(/NC(=O)c2ccco2)C(=O)NCc2ccco2)cc1
  -7.0, i, 0.3, -2.0, i, i, i, i, i, i, i
CC(C)NC(=O)C1CCN(C2CCN(C(=O)c3scc4c3CCCC4)CC2)CC1
  -2.6, i, -1.5, -5.5, i, i, i, i, i, i, i
COc1ccccc1CNS(=O)(=O)c1ccc(-c2cc(C)no2)cc1
  -4.1, i, ., -9.7, i, i, i, i, i, i, i
CCOc1cc(/C=C2/C(=O)ON=C2C)cc(Br)c1O
  3.5, i, 0.7, -13.1, i, i, i, i, i, 9*, i
CO/C=C/C#CC1(O)CCN(C)CC1
  3.1, i, 1.4, 3.0, i, i, i, i, i, i, i
O=C(Nc1ccc(N=Nc2ccccc2)c(NC(=O)C2CCCO2)c1)C1CCCO1 (configuration not stated)
  10.1, i, 4.0, -9.5, i, i, i, i, i, i, i
Cc1ccccc1CSc1nnc(Cn2c(=O)sc3ccccc32)n1C
  4.2, i, 11.7, -1.9, i, i, i, i, i, i, i
O=[N+]([O-])c1ccc(CSc2nnc(SCc3ccc(Cl)cc3)s2)cc1
  -1.3, i, 4.4, 0.5, -9.31*, i, i, i, i, i, i
Cc1cccc(OCCCCN2CCNCC2)c1
  -2.3, i, -1.2, -11.8, i, i, i, i, i, i, i
COc1ccc(-c2c([C@H]3[C@H]4C=CC[C@@H](C)[C@@H]4C(=O)N3Cc3ccccc3)ccc3ccccc23)cc1OC
  9.1, i, 0.9, -14.5, i, i, i, i, i, i, i
CCn1cc(Br)c(C(=O)NC(=S)Nc2ccc(C(=O)OC)cc2)n1
  -1.0, i, -1.3, -2.9, i, i, i, i, i, i, i
CC(C)(C)NC(=O)c1cc2c(ccc3ccccc32)oc1=O
  -17.1, i, -2.8, -2.3, i, i, i, i, i, i, i
COc1ccc(C)cc1S(=O)(=O)N(C)CC(=O)NCc1ccccn1
  3.9, i, -0.8, -1.8, i, i, i, i, i, i, i
O=c1ccc(OCCOc2ccccc2)nn1-c1ccccc1
  -7.8, 17*, -2.6, -12.6, i, i, i, i, i, i, i
Cc1ccc(C(C(=O)NC(C)(C)C)N(Cc2ccc3c(c2)OCO3)C(=O)c2ccc(CN3CCOCC3)o2)o1 (configuration not stated)
  1.1, i, 21.6, -10.2, i, i, i, i, i, i, i
C/C(CS(=O)(=O)c1ccccc1)=N\O
  7.6, i, -1.2, -5.5, i, i, i, i, i, i, i
N#C/C(=C\c1ccccc1)c1n[nH]c(Cn2cncn2)n1
  -11.3, i, 7.1, -2.0, i, i, i, i, i, i, i
COC(=O)c1ccccc1NC(=O)C1COc2ccccc2O1 (configuration not stated)
  -2.8, i, 6.6, -10.9, i, i, i, i, i, i, i
CCOC(=O)c1cccc(NC(=O)CCNS(=O)(=O)c2cc(Br)cnc2N)c1
  12.5, i, -0.6, -3.6, i, i, i, i, i, i, i

Remaining list, next part
Values run as follows: HDAC3 inhib, TRPC4 potent, Dyrk1A ADPGlo, hERG protect, KCNK9 block, ANO1 activ, TRPC4 agonist, KCNQ1 pot, KCNK3 inh, KCNQ1 inh, ANO1 block
CCOC(=O)CSc1nc2c(sc(=S)n2Cc2ccco2)c(=O)n1-c1ccccc1
  3.7, i, 2.0, -5.3, i, i, i, i, -11.4*, i, i
COc1ccc(C(=O)N2N=C(c3ccccc3)CC2(O)C(F)(F)F)cc1 (configuration not stated)
  ., i, -0.4, -8.9, i, i, i, i, i, i, .
COc1ccc(S(=O)(=O)N(C)CC(=O)NCCN2CCOCC2)cc1
  5.3, i, 10.3, -6.8, i, i, i, i, i, i, i
O=C(Nc1ccccn1)C1CCN(C(=O)c2ccc(F)cc2)CC1
  ., i, -1.0, -4.6, i, i, i, i, i, i, i
COCC(C)Nc1ncnc2c1cnn2-c1ccc(Cl)cc1 (configuration not stated)
  -1.6, i, 0.0, -9.8, i, i, i, i, i, i, i
COCCNC(=O)C1CCN(S(=O)(=O)c2c(C)noc2/C=C/c2cccs2)CC1
  ?, i, -1.0, -12.4, i, i, i, i, i, i, i
c1ccc(C2=Nc3cccnc3C(c3ccccc3)=NN2)cc1
  2.2, i, 3.3, -8.9, i, i, i, i, i, i, i
COc1cccc(NC(=O)Cn2c(=O)n(C)c(=O)c3sc4c(c32)COC(C)(C)C4)c1
  4.5, i, -3.8, -7.7, i, i, i, i, i, i, i
